KCNQ2 inh: KCNQ2 channel blockers in CHO-K1 cells – cell-based, FluxOR thallium flux, B-score, primary screen (AID 2156). actives 1.1% (n = 310,000). O88943. B-score at 10 µM. 20 min; hits give low values;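 active means fluorescence ratio B-score at most minus 3 library SDs, with starting brightness B-score within 2 library SDs, cut at about -5.5 in these data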
Kir21 block: inhibitors of mouse Kir2.1 inward-rectifier potassium channel | HEK293-Kir2.1, FluxOR thallium flux fluorescence; hits give low values | B-score at 10 µM | actives 0.85% (n = 310,000);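 active means fluorescence ratio B-score at or below minus 3 SD of library scores, with starting-brightness B-score within 2 SD, cut at about -4.2 in these data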;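 further: channel flux triggered by added potassium and thallium sulfate stimulus; B-score of peak minus minimum fluorescence over baseline after thallium stimulus; more negative B-score means stronger Kir2.1 block with less thallium influx; some compounds called inactive have numbers as strong as hits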
Target sequence (P35561 whole entry, looked up): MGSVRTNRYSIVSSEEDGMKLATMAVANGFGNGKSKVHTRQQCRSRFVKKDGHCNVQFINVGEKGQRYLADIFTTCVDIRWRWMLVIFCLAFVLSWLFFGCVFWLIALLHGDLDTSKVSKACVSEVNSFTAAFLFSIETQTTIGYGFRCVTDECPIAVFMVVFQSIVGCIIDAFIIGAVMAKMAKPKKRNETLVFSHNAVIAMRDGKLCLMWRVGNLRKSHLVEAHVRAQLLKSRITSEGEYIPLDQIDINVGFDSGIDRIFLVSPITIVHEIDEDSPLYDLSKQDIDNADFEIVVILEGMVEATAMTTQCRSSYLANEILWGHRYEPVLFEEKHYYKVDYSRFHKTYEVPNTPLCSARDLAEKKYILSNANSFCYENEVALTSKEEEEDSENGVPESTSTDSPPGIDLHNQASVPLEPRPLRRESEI
* hit, by the source's call; i = inactive.

SMILES | KCNQ2 inh | Kir21 block
Fc1ccc(-c2nnc(-n3nnc4ccccc43)c3ccccc23)cc1 | i | 1.5
CC(C)Nc1ncnc2c1nnn2Cc1ccccc1 | i | 0.16
CN1C(=O)/C(=C\c2cc(N=Nc3ccccc3)ccc2O)SC1=S | i | -0.19
COc1ccc(Cc2nc3ccc(C(=O)N(C)CCc4cnn(C)c4)cc3o2)cc1OC | i | 0.43
CCCCN(C)CCNC(=O)c1cc2c(=O)[nH]c3ccccc3c2n1C | i | 1.1
COc1cc(C(=O)NCc2ccccc2)cc(Br)c1OC | i | -0.02
CN(C)CCN(Cc1ccco1)C(=O)c1cc2c(Cl)nc3ccccc3c2s1 | i | -0.05
CCc1ccc(NC(=O)CSc2nc3[nH]ncc3c(=O)[nH]2)cc1 | i | -0.2
O=C(Cc1ccccc1)NCc1ccccn1 | i | -0.08
CCOC(=O)c1c(C)n(O)c2ccc(Cl)cc2c1=O | i | 0.07
COc1cc(CN2CCN(c3cc(C)ccc3C)CC2)cc([N+](=O)[O-])c1O | i | 0.13
CN1C(=O)/C(=C\c2ccc(-c3ccccc3)o2)SC1=S | i | -0.71
Cc1oc(-c2ccc(Cl)cc2)nc1CS(=O)CC(=O)NC(C)c1ccccc1 (stereo not given) | i | 0.1
CCCn1nnnc1NC(=O)c1cccs1 | i | 0.17
CCn1c(=O)c2c(nc(SCC(=O)Nc3ccccc3)n2C)n(C)c1=O | i | -1.2
COc1cccc(N(Cc2nnc3n2CCCCC3)C(=O)Nc2ccccc2)c1 | i | -1.2
Cc1oc(-c2ccc(Cl)cc2)nc1CS(=O)CC(=O)NCc1ccc2c(c1)OCO2 (stereo not given) | i | -2.5
CCc1ccc(-c2cn3c(n2)SCC3)cc1 | i | 0.61
Cc1ccc(C(OC(=O)c2ccco2)C(=O)NC2CCCC2)cc1 (stereo not given) | i | 1.3
O=[N+]([O-])c1ccc(N2CCCCC2)nc1N1CCCCC1 | i | 0.57
COc1ccccc1CCNC(=O)CNC(=O)c1ccc2ccccc2c1 | i | -0.04
COc1cccc(CNC(=O)CN2C(=O)COc3ccc(S(=O)(=O)N4CCCCCC4)cc32)c1 | i | 0
COc1ccc(CCN2C(=O)NC(NC(=O)CC(C)C)(C(F)(F)F)C2=O)cc1OC (stereo not given) | i | -4.3
N#Cc1cc2c(nc1SCC(=O)O)CCCCC2 | i | 0.36
CC1CN(C(=O)CCS(=O)(=O)c2ccccc2)CC(C)O1 (stereo not given) | i | 0.16
COC(=O)c1ccc(/C=N/N2C(C)CCCC2C)cc1 (stereo not given) | i | -2.3
COc1ccccc1NC(=O)N1CCCC1C(=O)NC12CC3CC(CC(C3)C1)C2 (stereo not given) | i | -0.01
O=C(CCN1CCN(c2ccccc2F)CC1)Nc1ccccc1F | i | -1.2
COc1ccc(F)cc1S(=O)(=O)NCC(c1ccc2c(c1)OCO2)N1CCN(C)CC1 (stereo not given) | i | -0.39
O=C(Nc1cccc([N+](=O)[O-])c1)c1ccc2snnc2c1 | i | -0.25
CCN(CCNC(=O)C1CCCN(S(=O)(=O)CC)C1)c1ccccc1 (stereo not given) | i | 0.02
c1ccc(-n2ncc3c(NC4CCCCCC4)ncnc32)cc1 | i | 0.71
CCCC(=O)N=C1SC2CS(=O)(=O)CC2N1c1ccc(-c2nc3ccc(C)cc3s2)cc1 (stereo not given) | i | -0.9
COc1cc(/C=N/Nc2ccc(Cl)c(C(=O)O)c2)ccc1OC(=O)c1ccco1 | i | 0.61
Cc1cc(NC(=O)C2CCCN(S(=O)(=O)c3cnc[nH]3)C2)ccc1Br (stereo not given) | i | -1.6
Cn1c(=O)n(-c2ccc(Cl)cc2)c(=O)c2c3c(sc21)COC(C)(C)C3 | i | 0.04
S=c1[nH]nc(-c2ccco2)n1-c1ccc(Cl)cc1 | i | 0.51
CC(NC(=O)CCCC1CCCCC1)c1ccc(S(N)(=O)=O)cc1 (stereo not given) | i | -5.3*
O=C(NC1CC1)c1ccc(-n2cccc2)cc1 | i | 0.24
NC(=O)c1cc2cc(Cc3ccccc3Cl)ccc2oc1=O | i | 0.47
CC(C(=O)N1CCN(C=O)CC1)N1C(=O)c2ccccc2C1=O (stereo not given) | i | 0.01
CCc1ccc(NC(=S)N2CCN(c3cccc(C(F)(F)F)c3)CC2)cc1 | i | 1.9
Cc1noc(C)c1NC(=O)NC(c1ccccc1)c1ccccc1 | i | -0.96
NS(=O)(=O)c1ccc(NC(=O)CSc2ncccn2)cc1 | i | 2.2
Cc1ccc(Cl)cc1NC(=S)NN | i | -0.1
O=C(NCc1cccc(Cl)c1)NCc1cccc(Cl)c1 | i | -1.5
CN(C)c1ccc(C(CN)c2c[nH]c3ccccc23)cc1 (stereo not given) | i | 1.1
O=C(CCC(=O)NC1CCCCCC1)Nc1nnc(C(F)(F)F)s1 | i | 0.89

Record cards, from the list above. Values in the order: KCNQ2 inh	Kir21 block
Shown for `S=c1[nH]nc(-c2ccco2)n1-c1ccc(Cl)cc1` = i	0.51
Shown for `CN(C)c1ccc(C(CN)c2c[nH]c3ccccc23)cc1` (stereo not given) = i	1.1

(more compounds)
SMILES | KCNQ2 inh | Kir21 block
O=C1S/C(=C\c2cccs2)C(=O)N1c1ccc(O)cc1 | i | 1.2
Cc1cc(C)cc(NC(=O)CSc2nnnn2-c2cccnc2)c1 | i | 0.45
CSc1ccc(C(=S)N2CCN(CCO)CC2)cc1 | i | -1
COc1ccc(OCCC(=O)NCCN2CCOCC2)cc1 | i | 0.67
N#Cc1c(-c2ccc(F)cc2)cc(-c2cccnc2)nc1N | i | 0.68
COc1cc2c(cc1OC)CN(S(=O)(=O)c1cccs1)CC2 | i | -0.27
COc1cccc(OCC(O)CO)c1 (stereo not given) | i | -0.05
COC(=O)C1CCN(C(=O)CSc2ccccc2)CC1 | i | 1.4
O=C(N/C(=C/c1cccnc1)C(=O)N1CCCCCC1)c1ccccc1 | i | -0.07
CN(Cc1nccn1C)C(=O)C1CCC(=O)N(Cc2cccc(C(F)(F)F)c2)C1 (stereo not given) | i | 0.33
N#Cc1cccc(NC(=S)Nc2ccccc2)c1 | i | 0.09
O=C(NC1CCN(S(=O)(=O)c2cccc([N+](=O)[O-])c2)CC1)C1CCCCC1 | i | -0.6
Cc1cc(C)c(NC(=S)N(CCCN2CCN(C)CC2)Cc2cccs2)c(C)c1 | i | 1.2
Cc1ccc(-n2nc(-c3ccccc3)cc2Nc2ccccc2N)cc1 | i | 1.8
CC(=O)c1ccc(S(=O)(=O)Nc2cc3c(cc2C(C)=O)OCO3)cc1 | i | -1
CCCc1cc(=O)[nH]c2nnc(SCC(=O)NC3CCCC3)n12 | i | 0.27
O=C(O)C1C2CCC(CC2)C1C(=O)N1CCN(Cc2ccc(F)cc2)CC1 (stereo not given) | i | 0.35
Cc1ccc(/C=C/C(=O)c2ccccc2)cc1 | i | 0.07
Cn1c(=O)c2c(nc3n2CCCN3CCc2ccccc2)n(C)c1=O | i | -1.3
COc1ccc(C2NCCc3cc(OC)c(OC)cc32)cc1OC (stereo not given) | i | 0.72
COc1ccc2ccccc2c1CN1CCSCC1 | i | 0.13
CCOC(=O)C1CCN(C(=O)Cc2c(F)cccc2Cl)CC1 | i | -0.51
C=CCn1c(=O)[nH]c2cc(C(=O)N3CCN(c4ccc(C(C)=O)cc4)CC3)ccc2c1=O | i | 1.4
O=C(CC(NCCN1CCOCC1)C(=O)O)Nc1cccc(Cl)c1 (stereo not given) | i | 0.75
Cc1onc(-c2ccccc2)c1C(=O)Nc1nc(-c2cc(F)ccc2F)cs1 | i | -0.85
C=CCNc1oc(/C=C/c2ccccc2)nc1C#N | i | 0.69
COc1ccc(N2CC(O)=C(c3nc(-c4ccc(F)cc4)cs3)C2=N)cc1OC | i | 0.33
COCCNC(=O)CSc1nc(-c2ccc(OC)c(OC)c2)cc(C(F)(F)F)n1 | i | 0.68
COc1ccc(C(=O)N2CCN(C)C(C)C2)cc1OC1CCN(C(C)=O)CC1 (stereo not given) | i | 0.08
CC1CCN=C(N)S1 (stereo not given) | i | -0.42
O=C(c1noc2c1CCCC2)N1CCCCC1 | i | 0.1
O=C1NCCN(Cc2ccoc2)C1CC(=O)N(Cc1ccccc1)CC1CCC1 (stereo not given) | i | 0.55
CCCNC(=O)c1onc(CSc2ccc(F)cc2)c1C(=O)NCCC | i | 0.97
CCCCOc1cccc(-c2nnc(N)s2)c1 | i | -0.18
O=C(C1CCCO1)N1CCN(C(=S)Nc2ccc(Cl)cc2)CC1 (stereo not given) | i | 0.02
CCCCNC(=O)c1c(C)cc(=O)oc1C | i | 2.4
CCC(=O)Nc1cccc(NC(=O)c2cc3ccccc3o2)c1 | i | 1.2
Cc1cccc(S(=O)(=O)N2CCCc3ccccc32)c1 | i | -6.4*
C/C(=N\NC(=S)NCCc1ccccc1)c1ccc(O)cc1O | i | -2.9
CCCCNC(=O)c1c(O)c2cccc3c2n(c1=O)CCC3 | i | 1.2
CCOC(=O)c1c(N)sc2c(OCC)c(Br)ccc12 | i | -0.32
COc1ccc(NC(=O)Nc2cccc(Cl)c2Cl)c(OC)n1 | i | 2
Cc1cc(N2CCCCC2)nc2ccc(NC(=O)c3ccc(Br)o3)cc12 | i | -1.9
O=C(O)c1ccc(COc2ccc3c4c(c(=O)oc3c2)CCC4)o1 | i | 0.79
COc1ccc(C(=O)N2CCN(C)C(=O)[C@@H]2C)cc1OC1CCN(C(C)C)CC1 | i | 1.6
CCOC(=O)C(CC(C)C)CP(=O)(O)CNC(=O)OCc1ccccc1 (stereo not given) | i | -1.6
COc1cccc(/C=C2/SC(=O)N(CC(=O)N3CCc4ccccc4C3)C2=O)c1OCC(=O)O | i | 0.93
Cc1ccc(C(=O)c2c(NC(=O)c3ccncc3)sc3c2CCCC3)cc1 | i | 0.6
Cn1c(SCC(=O)N2c3ccccc3CCc3ccccc32)nnc1-c1ccc(O)cc1 | -5.8* | 1.6
CCN(CC)S(=O)(=O)c1ccc(OC)c(NC(=O)C(Cc2ccccc2)N2C(=O)c3ccccc3C2=O)c1 (stereo not given) | i | -1.4
Cc1ccc2c(c1)N(CC(=O)N1CCCCC1)C(=O)CO2 | i | 0.47
c1ccc(-c2ncc(CN3CCN(c4ccccn4)CC3)[nH]2)cc1 | i | 1.4
COc1cc(=O)[nH]c(SC(C)C(=O)Nc2nc3c(s2)CCCC3)n1 (stereo not given) | i | -0.56
CC(C)C[C@H](NC(=O)c1cc2cc(Cl)ccc2n1C)C(=O)N1CCC(C(=O)O)CC1 | i | -1.1
COC(=O)c1[nH]c2ccccc2c1NC(=O)c1ccccc1F | i | 1.2
COc1ccc(/C=N/NC(=O)C2CC2)c(OC)c1OC | i | -1.7
Cc1ccc(S(=O)(=O)NCC(=O)Nc2cccc([N+](=O)[O-])c2)cc1 | i | -1.4
Cn1c(/C=N/NC(=O)c2ccccc2Br)nc2ccccc21 | i | 0.68
O=C1CN(C(=O)c2ccco2)c2ccccc2N1 | i | 1.7
CN1CCN(c2ccccc2NC(=O)c2cccc(OCc3ccccc3)c2)CC1 | i | -3.1

(list continues)
SMILES | KCNQ2 inh | Kir21 block
COC(=O)c1ccccc1NC(=O)Nc1cc(C)ccn1 | i | 0.41
CCc1c(C(C)O)oc2ccc3c(C)cc(=O)oc3c12 (stereo not given) | i | -2.1
NCCCC[C@H]1CN=C(N)N1CCc1cccc2ccccc12 | i | 0.78
COc1cccc(OC)c1C(=O)NC(=S)Nc1ccc2c(c1)C(=O)N(C)C2=O | i | 0.88
CSc1ccc(CNc2ccc(Cl)cc2)cc1 | i | 0.3
CCc1ccc2c(c1)C1(NN=C(c3ccccc3)S1)C(=O)N2 (stereo not given) | i | 1.7
COc1ccc2nc(NC(=O)CS(=O)(=O)c3ccc(C)cc3)sc2c1 | i | 0.4
COc1ccc(CCNC(=O)CSC2=Nc3ccccc3C3=NC(C(C)C)C(=O)N23)cc1OC (stereo not given) | i | 0.16
CSc1nc2nccc(-c3ccc(-c4ccccc4)cc3)n2n1 | i | -0.96
Cc1cccc(-c2ncc(S(=O)(=O)C(C)(C)C)c(N)n2)c1 | i | 1.1
C#CCn1c(=NC(=O)c2cccs2)sc2cccc(OC)c21 | i | 0.79
Cc1c(CCOC(=O)CC23CC4CC(CC(C4)C2)C3)sc[n+]1CC(=O)c1ccccc1 | -8.5* | -2.6
CCOCC(=O)Nc1cc(C(=O)NCCc2ccccc2)ccc1Cl | i | -1.3
COc1ccc(-c2ccc(-c3noc(-c4ccccc4C)n3)c(OC)n2)cc1 | i | 0.68

Sorted by molar mass (smallest number first): some entries from above
SMILES | KCNQ2 inh | Kir21 block
O=C(c1noc2c1CCCC2)N1CCCCC1 | i | 0.1
CCCCOc1cccc(-c2nnc(N)s2)c1 | i | -0.18
O=[N+]([O-])c1ccc(N2CCCCC2)nc1N1CCCCC1 | i | 0.57
Cc1cccc(-c2ncc(S(=O)(=O)C(C)(C)C)c(N)n2)c1 | i | 1.1
O=C(NCc1cccc(Cl)c1)NCc1cccc(Cl)c1 | i | -1.5
Cc1noc(C)c1NC(=O)NC(c1ccccc1)c1ccccc1 | i | -0.96
C#CCn1c(=NC(=O)c2cccs2)sc2cccc(OC)c21 | i | 0.79
CCCc1cc(=O)[nH]c2nnc(SCC(=O)NC3CCCC3)n12 | i | 0.27
Cc1cc(C)cc(NC(=O)CSc2nnnn2-c2cccnc2)c1 | i | 0.45
O=C(CCN1CCN(c2ccccc2F)CC1)Nc1ccccc1F | i | -1.2
CC(NC(=O)CCCC1CCCCC1)c1ccc(S(N)(=O)=O)cc1 (stereo not given) | i | -5.3*
O=C(O)C1C2CCC(CC2)C1C(=O)N1CCN(Cc2ccc(F)cc2)CC1 (stereo not given) | i | 0.35
COc1ccc2nc(NC(=O)CS(=O)(=O)c3ccc(C)cc3)sc2c1 | i | 0.4
CCOC(=O)C(CC(C)C)CP(=O)(O)CNC(=O)OCc1ccccc1 (stereo not given) | i | -1.6
O=C1NCCN(Cc2ccoc2)C1CC(=O)N(Cc1ccccc1)CC1CCC1 (stereo not given) | i | 0.55
COc1ccccc1NC(=O)N1CCCC1C(=O)NC12CC3CC(CC(C3)C1)C2 (stereo not given) | i | -0.01
COc1cccc(/C=C2/SC(=O)N(CC(=O)N3CCc4ccccc4C3)C2=O)c1OCC(=O)O | i | 0.93

High-throughput results (PubChem BioAssay)
